FBA Mtb inh: inhibitors of M. tuberculosis fructose-bisphosphate aldolase; purified M. tuberculosis FBA, fluorescence read-out; inhibition, % at 1 µM; hit rate 2.3% among 360,000; in the data active means inhibition above about 27%;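 further: 0% = vehicle and 100% = reference inhibitor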
Target sequence (P9WQA3 whole entry, looked up): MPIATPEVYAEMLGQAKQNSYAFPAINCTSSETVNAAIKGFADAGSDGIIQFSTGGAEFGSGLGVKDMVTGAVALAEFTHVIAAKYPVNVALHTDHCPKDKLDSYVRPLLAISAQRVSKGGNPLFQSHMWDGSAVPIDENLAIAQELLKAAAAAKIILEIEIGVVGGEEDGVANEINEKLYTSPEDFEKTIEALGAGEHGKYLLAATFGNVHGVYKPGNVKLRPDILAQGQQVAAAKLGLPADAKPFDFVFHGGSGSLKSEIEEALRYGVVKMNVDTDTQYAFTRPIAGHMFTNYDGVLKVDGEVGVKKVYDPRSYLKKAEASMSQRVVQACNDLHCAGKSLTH
BoNT-A LC inh2: blocks Botulinum neurotoxin A light chain protease. multiplex microsphere protease substrate cleavage, flow cytometry. inhibition, % at 10 µM. hit rate 0.17% among 360,000. AID 588499; in the data active means inhibition above about 30%; inconclusive means no clear call, values can overlap the other calls; further: plate controls were buffer without enzyme for full effect and enzyme alone for no effect
UGM FP inh: blocks M. tuberculosis UGM enzyme | P9WIQ1 | purified UGM, fluorescence polarization probe displacement | inhibition, % at 10 µM | hit rate 0.06% among 320,000; in the data active means inhibition above about 10%, passing the limit was not always enough; inconclusive means no clear call, values can overlap the other calls
Target sequence (P9WIQ1 whole entry, looked up): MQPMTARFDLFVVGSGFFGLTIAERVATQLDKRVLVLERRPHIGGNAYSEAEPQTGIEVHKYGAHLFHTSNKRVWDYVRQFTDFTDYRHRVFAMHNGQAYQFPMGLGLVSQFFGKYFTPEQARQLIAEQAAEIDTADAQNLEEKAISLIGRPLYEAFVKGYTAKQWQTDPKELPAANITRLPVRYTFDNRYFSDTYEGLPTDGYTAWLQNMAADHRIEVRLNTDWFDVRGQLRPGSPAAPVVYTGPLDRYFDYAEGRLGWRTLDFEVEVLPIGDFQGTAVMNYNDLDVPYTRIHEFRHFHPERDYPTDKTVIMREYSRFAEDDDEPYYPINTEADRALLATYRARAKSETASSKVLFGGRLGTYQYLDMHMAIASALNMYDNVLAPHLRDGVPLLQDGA
BoNT-F LC inh: blocks Botulinum neurotoxin F light chain protease; Multiplex microsphere protease cleavage assay, flow cytometry; inhibition, % at 10 µM; hit rate 0.22% among 360,000; AID 588497; in the data active means inhibition above about 35%, passing the limit was not always enough; inconclusive means no clear call, values can overlap the other calls; further: plate controls were buffer without enzyme for full effect and enzyme alone for no effect
CCHF vOTU inh: blocks the CCHF virus ovarian tumor domain protease; CCHFV vOTU protease, Pep-AMC fluorescence; inhibition, % at 11.5 µM; hit rate 0.55% among 370,000; further: 0% = vehicle wells with enzyme and 100% = no enzyme wells
FadD28 binding: inhibitors of Mycobacterium tuberculosis FadD28 bisubstrate binding; FadD28 bisubstrate probe binding, fluorescence polarization; inhibition, % at 12.5 µM; hit rate 0.22% among 360,000; AID 588549; in the data active means inhibition above about 8.5%, passing the limit was not always enough; inconclusive means no clear call, values can overlap the other calls
GDH-TPI inh: inhibits GDH-TPI coupling enzymes, artifact for Mtb FBA screen | GDH-TPI coupled enzyme counterscreen, NADH absorbance | hit rate 1.2% among 360,000 | inhibition, % at 4.8 µM | AID 588335;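 further: 0% = DMSO wells and 100% = wells lacking the enzyme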
BioA inh: inhibitors of Mycobacterium tuberculosis BioA enzyme; purified M. tuberculosis BioA enzyme, plate reader; inhibition, % at 9.99 µM; hit rate 0.096% among 360,000; AID 602481; in the data active means inhibition above about 40%; inconclusive means no clear call, values can overlap the other calls
PrPC TRFRET: cell surface PrPC inhibition, primary TR-FRET screen; P04156; hit rate 0.43% among 370,000; inhibition, % at 13.8 µM; TR-FRET read-out; in the data active means inhibition above about 24%; further: 0% = median of the test wells and 100% = reference compound wells
Numbers without * were called inactive; ? = inconclusive; · = no result given. Unless noted, no stated cut-off is given here; in the data, active means inhibition above about 30%; inactive means the rest.

Start of the listing, in advance (5 entries):
SMILES | FBA Mtb inh | BoNT-A LC inh2 | UGM FP inh | BoNT-F LC inh | CCHF vOTU inh | FadD28 binding | GDH-TPI inh | BioA inh | PrPC TRFRET
O=C(C1CCCN1S(=O)(=O)c1ccc(Cl)c(Cl)c1)N1CCCCC1 (stereo not drawn) | 2 | -0.1 | 6.9 | 12 | 4 | -1.8 | 0 | 0.3 | 0
Cc1onc(-c2c(F)cccc2Cl)c1C(=O)N1CCN(c2ncc(Br)cn2)CC1 | -2 | -0.1 | -0.2 | 0 | -15 | -1.6 | 8 | · | -4
COc1ccc(CNC(=O)CCS(=O)(=O)c2ccc3c(c2)CC(C)N3C(=O)C2CC2)cc1 (stereo not drawn) | -6 | -0.3 | 1.8 | 2 | -1 | -0.8 | 2 | · | 3
CN(C)/C=C(/C(=O)c1ccc(Cl)cc1)n1cncn1 | 3 | -3.7 | -2.3 | -17 | 7 | 0.7 | 8 | · | 4
O=C(CC12CC3CC(CC(C3)C1)C2)Nc1c(F)cccc1F | 2 | 1.0 | -0.4 | -12 | · | -0.7 | -2 | -0.4 | ·

The list itself, repeating the preview:
SMILES | FBA Mtb inh | BoNT-A LC inh2 | UGM FP inh | BoNT-F LC inh | CCHF vOTU inh | FadD28 binding | GDH-TPI inh | BioA inh | PrPC TRFRET
O=C(C1CCCN1S(=O)(=O)c1ccc(Cl)c(Cl)c1)N1CCCCC1 (stereo not drawn) | 2 | -0.1 | 6.9 | 12 | 4 | -1.8 | 0 | 0.3 | 0
Cc1onc(-c2c(F)cccc2Cl)c1C(=O)N1CCN(c2ncc(Br)cn2)CC1 | -2 | -0.1 | -0.2 | 0 | -15 | -1.6 | 8 | · | -4
COc1ccc(CNC(=O)CCS(=O)(=O)c2ccc3c(c2)CC(C)N3C(=O)C2CC2)cc1 (stereo not drawn) | -6 | -0.3 | 1.8 | 2 | -1 | -0.8 | 2 | · | 3
CN(C)/C=C(/C(=O)c1ccc(Cl)cc1)n1cncn1 | 3 | -3.7 | -2.3 | -17 | 7 | 0.7 | 8 | · | 4
O=C(CC12CC3CC(CC(C3)C1)C2)Nc1c(F)cccc1F | 2 | 1.0 | -0.4 | -12 | · | -0.7 | -2 | -0.4 | ·
CN(C)c1ccc(C(=S)N2CCCCC2)cc1 | -1 | 0.0 | 3.1 | -7 | 11 | 0.3 | 12 | 1.0 | 6
O=C(O)CCn1c(=O)oc2cc(S(=O)(=O)N3CCCC3)ccc21 | -4 | -0.5 | 1.8 | 1 | -18 | -7.1 | 0 | -1.0 | -4
O=C(N/N=C/c1ccc(-c2ccccc2Cl)o1)c1ccccc1 | 1 | -0.3 | 1.5 | -4 | -6 | -3.3 | 23 | · | 1
Cn1nccc1C(=O)Oc1cccc(/C=N/NC(=O)c2ccccc2O)c1 | -3 | -0.3 | -2.5 | -2 | 13 | 1.3 | 25 | · | 5
COC(=O)c1cc(Br)c(=O)n(CCc2ccccc2)c1 | 3 | -1.2 | 2.7 | -10 | 0 | 0.0 | -4 | · | 1
CCCCCC(=O)Nc1cccc(-c2nc3ncccc3o2)c1 | 41* | -0.9 | 0.0 | -3 | -8 | -2.8 | 8 | 16 | 1
Cc1ncc(CO)c(/C=N/NC(=S)Nc2ccc(Cl)c(Cl)c2)c1O | 8 | -0.6 | -1.3 | -13 | -17 | ? | 8 | · | 4
Nc1cc(Cl)ccc1C(=O)OCC(=O)N1CCOCC1 | 44* | 2.0 | -2.7 | 0 | -63 | -0.2 | 9 | -1.9 | 6
O=C(COC(=O)/C=C/c1cccc(Cl)c1)Nc1cccc(S(=O)(=O)NC2=NCCC2)c1 | 2 | · | -1.0 | · | 2 | 0.3 | 2 | -0.6 | -3
CCn1c(SCC(=O)N2CCCc3ccccc32)nc2c1c(=O)n(C)c(=O)n2C | -1 | ? | 0.7 | 0 | 0 | -0.5 | 3 | 2.1 | 3
c1ccc(Nc2ccc(Nc3ccccc3)cc2)cc1 | -1 | -1.5 | -1.4 | -19 | 1 | -1.3 | 4 | -1.2 | -4
Cc1ccc(S(=O)(=O)N/N=c2\sc3ccccc3n2C)cc1 | 2 | -0.5 | -2.5 | 0 | -4 | -1.5 | 9 | · | -2
CCN1CCN(c2c(Cl)cccc2NC(=O)c2ccc(Br)o2)CC1 | 2 | -0.3 | -1.4 | -6 | 7 | -0.7 | 2 | 0.7 | -10
COc1ccccc1CC(=O)N1CCN(c2ccccc2)CC1 | 2 | -3.5 | -0.1 | ? | 12 | -2.1 | 3 | -0.3 | -8
Cc1nc2ccc(NC(=O)N3CCCCC3)cc2s1 | 4 | 0.0 | -0.6 | 0 | -1 | -1.5 | 8 | · | -3
NC(=O)C1CCCN1S(=O)(=O)c1ccc2ccccc2c1 (stereo not drawn) | -2 | 9.3 | 6.5 | 28 | -5 | -1.3 | 7 | -2.6 | -3
COC(=O)c1ccc(C)c(NC(=O)c2ccc(Cn3cc([N+](=O)[O-])cn3)o2)c1 | 4 | -0.4 | 2.3 | -9 | -25 | -2.9 | 2 | 9.6 | -11
COc1ccc(C(=O)COC(=O)Cn2[nH]c(=O)c3ccccc3c2=O)c(OC)c1 | -1 | ? | 3.4 | -2 | -7 | -1.5 | 14 | -1.5 | -3
Cc1ccc(C2CC(=O)C=C(NCc3ccccc3)C2)cc1 (stereo not drawn) | 0 | 0.4 | -4.2 | ? | -13 | -2.8 | -3 | 1.1 | 7
Cc1onc(-c2ccccc2)c1C(=O)Nc1ccc(S(=O)(=O)NC2=NCCCCC2)cc1 | 2 | -1.9 | -2.9 | -14 | 0 | 0.0 | 8 | -0.6 | 4
COc1ccc(-c2[nH]ncc2-c2cscn2)c(O)c1 | 0 | -1.2 | 1.8 | -2 | 0 | -2.3 | -4 | · | 14
COc1cc(NC(=O)CN2C(=O)NC(C)(CC(C)C)C2=O)cc(OC)c1 (stereo not drawn) | 5 | 0.4 | 2.0 | -4 | 9 | -3.4 | 0 | -1.7 | -6
O=C(NC(=S)NCc1ccc(-c2nc3ccccc3s2)cc1)c1ccco1 | 1 | 1.3 | 1.6 | -4 | 4 | -1.8 | 7 | · | -4
O=C(COc1cccc2cccnc12)Nc1ccccc1 | -1 | 0.7 | 1.0 | -3 | -12 | -1.5 | 8 | · | -5
C=CCN1CC[C@]23c4c5ccc(O)c4OC2[C@H](O)CC[C@@]3(O)[C@H]1C5 (stereo partly drawn) | 0 | -0.9 | · | -7 | 1 | 2.1 | -11 | -2.5 | -7
COc1ccccc1-c1nnc(SC(C)C(=O)O)n1-c1ccccc1 (stereo not drawn) | -1 | -0.5 | -3.0 | 2 | -2 | -3.1 | 0 | · | 6
O=C(COC(=O)c1ccco1)Nc1nc2c(F)c(F)c(F)cc2s1 | 0 | -1.7 | 0.2 | -5 | 2 | -3.5 | 3 | -2.8 | -1
CCOc1ccc(Nc2nc(N)c3ccccc3n2)cc1 | 2 | -1.3 | 0.2 | 2 | 19 | -2.2 | -4 | 0.1 | 5
Fc1ccc(C2CC(c3ccc(F)cc3)n3ncnc3N2)cc1 (stereo not drawn) | 1 | 0.5 | -1.1 | -12 | 0 | -3.4 | -1 | 7.6 | -4
O=C(Nc1ccon1)c1ccc(S(=O)(=O)N2CCOCC2)cc1 | -1 | -0.4 | 2.1 | -3 | 4 | 0.1 | 0 | · | 2
Cc1ccc(NC(=O)Cn2c([N+](=O)[O-])cnc2C)cc1Cl | 5 | 0.7 | -1.1 | 12 | -13 | 0.0 | 3 | -1.2 | -4
CN(C)C(=O)CN1c2cccc3cccc(c23)S1(=O)=O | 6 | -2.1 | 0.9 | -2 | -7 | -2.6 | -1 | -0.8 | 1
Cc1ccccc1CCNC(=O)C1CCC(=O)N(Cc2ccc(Cl)cc2)C1 (stereo not drawn) | -1 | -2.5 | 0.9 | -5 | -1 | -4.7 | -2 | 0.1 | -7
CCOC(=O)c1cnc(SC2CC(=O)N(c3ccccc3)C2=O)nc1N (stereo not drawn) | -2 | 0.4 | 2.0 | 7 | 6 | -2.1 | 1 | -0.3 | -3
Cc1cccc(NC(=O)C(c2ccccc2Cl)N2CCOCC2)c1 (stereo not drawn) | 8 | -0.8 | 2.1 | -6 | -3 | 0.8 | 1 | · | 7
CCN(CC)CCN1C(=O)C(=O)/C(=C(/O)c2ccc(OC)cc2)C1c1ccco1 (stereo not drawn) | -1 | 0.5 | -0.8 | -2 | 9 | 0.4 | 11 | 1.4 | -6
COc1cccc(NC(=O)CN(C)C(=O)CCC(=O)c2cc(C)sc2C)c1 | 2 | 68* | · | ? | -8 | 1.5 | -7 | -0.1 | 1
CCCN(CC(=O)Nc1ccccc1OC)C(=O)c1ccc2ncsc2c1 | 6 | -0.9 | 0.0 | -4 | -3 | -1.6 | 15 | 0.9 | 6
Cc1cc(NC(=O)COC(=O)CSCc2ccc(Cl)c(Cl)c2)no1 | 0 | ? | 0.6 | 4 | -5 | -3.4 | -15 | 0.2 | -2
Cc1cc(C)c(S(=O)(=O)NCCn2ccc3ccccc32)c(C)c1 | -1 | 1.7 | -0.1 | -8 | 4 | -4.4 | 3 | -1.6 | -5
O=C1c2ccccc2NC(c2ccccc2Br)N1CCCN1CCOCC1 (stereo not drawn) | 16 | 0.2 | -2.1 | -2 | -45 | -2.4 | 2 | -0.3 | 9
Nn1c(SCC(=O)Nc2ccc(S(N)(=O)=O)cc2)nnc1-c1ccco1 | 0 | -5.6 | -0.9 | -13 | -7 | -0.1 | 1 | -0.6 | 6
Cc1ccc2[nH]c3ccccc3c(=O)c2c1 | 136* | 1.5 | 1.9 | 17 | -152 | -0.6 | -1 | -0.9 | -23
COc1cc([N+](=O)[O-])cc(/C=N/NC(=O)c2cncc(Br)c2)c1O | -4 | -1.2 | 1.2 | 0 | 18 | -2.3 | 8 | -0.2 | 5
CCc1nnc(NC(=O)CSc2ncnc3c2cnn3-c2ccc(OC)cc2)s1 | 0 | -0.1 | -0.7 | 5 | -4 | 0.2 | 4 | -2.5 | 3
CN1CCN(CCCCOc2ccccc2C=O)CC1 | 3 | 0.4 | -4.9 | 4 | -1 | -3.1 | 1 | 0.1 | 5
CC(C)NC(=O)N1Cc2cc(C(=O)NC3CCCC3)nc(-c3cccc(-c4cccnc4)c3)c2[C@@H]1CCO | · | -1.2 | · | -8 | 9 | · | · | · | -10
COc1ccc(-c2nnc(SCC(=O)N3CCCC3)o2)cc1 | 1 | 1.8 | 3.2 | 1 | 1 | · | -10 | · | 8
COc1nc(Nc2ccc(O)cc2)nc(OC(C(F)(F)F)C(F)(F)F)n1 | -2 | -0.6 | 1.4 | -7 | 2 | -2.4 | 2 | 4.0 | 8
Cc1cccc(C(=O)Nc2nnc(SCC(=O)NCc3ccco3)s2)c1 | -4 | 0.5 | 0.7 | 2 | 14 | -4.5 | 12 | -1.7 | 3
COc1cc(NC(=O)CN2C(=O)CSc3ccc(S(=O)(=O)N4CCCC4)cc32)cc(OC)c1 | 1 | 1.2 | 3.8 | 6 | 1 | -9.0 | 6 | 0.0 | 10
COC(=O)[C@@H](NC(=O)c1ccc(OC2CCN(Cc3ccccn3)CC2)cc1)C(C)C | -5 | -0.5 | 2.5 | -4 | 4 | -0.4 | 8 | · | 2
Cc1ccc(/C=N/NC(=O)NC2CCCCC2)o1 | 2 | 0.4 | 1.1 | -1 | -6 | 0.6 | 0 | · | 3
CC(C)C[C@H](NC(=O)c1[nH]cnc1C(=O)N[C@@H](Cc1ccccc1)C(=O)OCc1ccccc1)C(=O)OC(C)(C)C | -5 | 0.5 | 0.0 | -13 | 30* | -2.0 | 5 | -0.3 | 7
O=C(CN1CCN(c2ncccn2)CC1)NCc1ccc2c(c1)OCO2 | 0 | 0.6 | 2.7 | -3 | 8 | -3.1 | -6 | · | 4
COc1cc(OC)cc(C(=O)N[C@H](C(=O)Nc2cc(C)cc(C)c2)C(C)C)c1 | 0 | -1.2 | 1.5 | -3 | 11 | -0.5 | 4 | -1.6 | -3
Cn1c(=O)c2c(nc(N/N=C/c3ccc(OC(=O)c4ccco4)cc3)n2Cc2ccc(F)cc2)n(C)c1=O | 5 | -1.6 | -0.8 | -10 | -7 | -1.2 | 7 | -2.6 | 6
Cc1cc(C)cc(-n2ccnc2SCC(=O)O)c1 | 0 | 0.2 | 0.2 | 3 | -1 | -4.1 | -7 | -0.9 | 2

Source: PubChem BioAssay
